Compound activity: PubChem BioAssay, The Scripps Research Institute Molecular Screening Center
TPT1 inh = inhibitors of Candida albicans tRNA 2'-phosphotransferase TPT1 | inhibition, % at 5 µM | 300,000 compounds, 0.81% hits | recombinant caTPT1, FP RNA substrate dephosphorylation;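 active = inhibition above the mean of all tested compounds plus 3 SD, set per screening campaign, cut at about 24% in these data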;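 also: plate controls were DMSO alone for no effect and ferristatin control at 100 nM for full effect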
PP1 counter = PP1-alpha (human) inhibition in PP5 counter-screen. 320,000 compounds, 0.9% hits. P62136. purified PP1alpha, OMFP fluorescence. inhibition, % at 6.7 µM. AID 2235;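 active = inhibition above the mean inhibition of all tested compounds plus 3 SD, computed separately for each screening campaign, cut at about 15% in these data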
Target sequence (P62136 whole entry, looked up): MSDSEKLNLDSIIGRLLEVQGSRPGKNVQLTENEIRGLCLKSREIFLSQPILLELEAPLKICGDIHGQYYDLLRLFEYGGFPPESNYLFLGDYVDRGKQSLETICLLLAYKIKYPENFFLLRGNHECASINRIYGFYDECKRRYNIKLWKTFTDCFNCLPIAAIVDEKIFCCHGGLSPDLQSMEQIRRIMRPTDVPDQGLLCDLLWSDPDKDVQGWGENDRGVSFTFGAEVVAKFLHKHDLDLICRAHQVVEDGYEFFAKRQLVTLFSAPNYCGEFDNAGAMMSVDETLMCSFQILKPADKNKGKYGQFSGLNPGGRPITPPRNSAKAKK
AHR activator = activates the human aryl hydrocarbon receptor; P35869; AHR-responsive luciferase reporter cells, luminescence; activation, % at 5 µM; 320,000 compounds, 2.5% hits; in the data active = activation above about 47%;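 also: 0% = vehicle wells and 100% = reference agonist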
core dimer inh = HCV core protein dimerization inhibition; AID 1899; 300,000 compounds, 0.33% hits; TR-FRET GST/Flag-core106 dimerization, 1536-well; inhibition, % at 5 µM;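 active = inhibition above the mean of all tested compounds plus 3 SD, set per screening campaign, cut at about 45% in these data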
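Assay system: Tagged HCV core106 pair (GST and Flag) | Buffer or medium: KF-containing HEPES buffer, pH 7.45, DTT, CHAPS, BSA | Also added: Eu donor and XL665 acceptor anti-tag antibodies | Dosing: One concentration, 5 µM, in 0.5% DMSO | Timing: 4 h at 22.5 °C | Technique: TR-FRET 671 and 617 nm emission | Repeats: Singlicate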
procasp7 counter = counter-screen: procaspase-7 (human) activation; P55210; recombinant procaspase-7, Ac-DEVD-pNA absorbance 405 nm; D23A/D198A/D206A triple mutant, cannot self-cleave; scale: DMSO 0, 5 µM enzyme 100; activation, % at 8.5 µM; 330,000 compounds, 0.093% hits;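 active = percent activation above the screen-wide mean plus 3 SD, cut at about 25% in these data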
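Assay system – Uncleavable procaspase-7 mutant enzyme · Quantity – 2 µM procaspase-7 mutant as dispensed · Times – 1 h preincubation, 2 h reaction · Dosing – single nominal 8.5 µM compound dose, 0.8% DMSO final · Buffer or medium – Zinc-free 50 mM HEPES buffer, pH 7.4, with NaCl and Triton X-100 · Detection – Epi-absorbance of released pNA at 405 nm, two timepoints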
PP5 primary = blocks human protein phosphatase 5 activity; P53041; purified PP5c, OMFP substrate fluorescence; inhibition, % at 6.7 µM; 320,000 compounds, 0.18% hits; AID 1987;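 active = inhibition above the campaign's mean inhibition across all tested compounds plus 3 SD, cut at about 9.5% in these data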;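 also: 0% = DMSO only and 100% = 100 µM cantharidin control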
Target sequence (P53041 whole entry, looked up): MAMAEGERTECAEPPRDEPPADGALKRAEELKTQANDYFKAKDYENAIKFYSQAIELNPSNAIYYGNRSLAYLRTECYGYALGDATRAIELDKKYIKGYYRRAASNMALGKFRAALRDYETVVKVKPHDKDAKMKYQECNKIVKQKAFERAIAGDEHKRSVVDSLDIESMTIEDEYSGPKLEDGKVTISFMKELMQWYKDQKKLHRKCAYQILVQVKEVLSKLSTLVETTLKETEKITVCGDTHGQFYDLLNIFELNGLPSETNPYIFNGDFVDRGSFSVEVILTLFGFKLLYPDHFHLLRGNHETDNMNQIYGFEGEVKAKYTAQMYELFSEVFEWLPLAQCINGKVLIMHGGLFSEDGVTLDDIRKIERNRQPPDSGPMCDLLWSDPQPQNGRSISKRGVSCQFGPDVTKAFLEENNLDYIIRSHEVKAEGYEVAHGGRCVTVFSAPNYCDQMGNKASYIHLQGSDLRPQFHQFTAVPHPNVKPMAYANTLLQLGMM
procasp3 activ = activates human procaspase-3 | P42574 | recombinant procaspase-3 D3A, Ac-DEVD-pNA absorbance 405 nm | activation, % at 8.5 µM | 330,000 compounds, 0.11% hits | AID 463141;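 active = activation above the mean of all tested compounds plus 3 SD, cut at about 21% in these data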;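 also: 0% = DMSO alone and 100% = DMSO wells spiked with extra 5 µM PC-3 D3A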
Target sequence (P42574 whole entry D9A/D28A/D175A): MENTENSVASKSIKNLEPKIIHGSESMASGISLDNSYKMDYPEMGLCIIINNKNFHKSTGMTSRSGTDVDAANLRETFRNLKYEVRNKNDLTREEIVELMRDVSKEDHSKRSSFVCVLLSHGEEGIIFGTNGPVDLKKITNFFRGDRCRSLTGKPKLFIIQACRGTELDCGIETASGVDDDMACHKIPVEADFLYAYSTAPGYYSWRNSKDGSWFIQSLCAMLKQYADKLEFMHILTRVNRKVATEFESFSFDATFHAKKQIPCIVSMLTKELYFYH
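Test system: Procaspase-3 D3A mutant, all three cleavage aspartates alanine | Dosing: Single dose, 8.5 µM nominal compound, 0.8% DMSO | Schedule: 1 h preincubation, 2 h reaction | Technique: 405 nm absorbance of p-nitroaniline, reads at 0 and 120 min | Repeats: One well per compound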
PAFAH2 FP inh = inhibitors of human PAFAH2; Q99487; recombinant PAFAH2, FP-rhodamine activity probe, fluorescence polarization; inhibition, % at 3.39 µM; 340,000 compounds, 0.99% hits; AID 492956;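 active = inhibition above the mean over all tested compounds plus 3 SD, cut at about 30% in these data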;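 also: inhibitors block probe labeling of enzyme so polarization drops; 0% = enzyme with DMSO and 100% = wells lacking PAFAH2 protein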
CTSL1 counter = blocks F. hepatica cathepsin L1 in PFM18AAP counter-screen | recombinant F. hepatica cathepsin L1, Z-Leu-Arg-MCA fluorescence | inhibition, % at 5.96 µM | 300,000 compounds, 0.49% hits | AID 1906;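 active = inhibition above the mean of all tested compounds plus 3 SD, set per screening campaign, cut at about 17% in these data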;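 also: 0% = plate median of test compound wells and 100% = 1 µM Z-Phe-Ala-diazomethylketone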
The depositor's hits bear a star; . = not tested or not shown.

SMILES | TPT1 inh | PP1 counter | AHR activator | core dimer inh | procasp7 counter | PP5 primary | procasp3 activ | PAFAH2 FP inh | CTSL1 counter
CC(=O)N/C(=C/c1ccc(OC(F)F)cc1)C(=O)O | 0 | 5 | -1 | -11 | 10 | 2.1 | 2 | 1 | -1
CC(C)CCn1c(=S)[nH]c2ncccc2c1=O | -4 | 3 | 1 | -4 | -7 | 0.8 | 6 | -13 | 0
CCOc1ccccc1NC(=O)COn1nnc2ccc(Cl)cc21 | -1 | -5 | 5 | -6 | 5 | 2.6 | 11 | 0 | -3
CC(=O)Nc1ccc(S(=O)(=O)N2CCN(S(=O)(=O)N3CCC(C)CC3)CC2)cc1 | -2 | -2 | -3 | 4 | 1 | -0.1 | 5 | -14 | 4
COc1ccc(C(C2C(=O)CC(C)(C)CC2=O)C2C(=O)CC(C)(C)CC2=O)cc1 | -1 | -5 | 0 | -7 | 1 | 2.8 | -13 | 9 | -5
Cc1nn(-c2ccccc2)c2nc(N)c(C#N)c(-c3ccc(C(C)(C)C)cc3)c12 | -2 | 0 | -1 | 6 | -2 | 1.1 | -5 | -1 | 3
CCN(C(=O)Cn1ccc(C(F)(F)F)n1)c1c(N)n(Cc2ccccc2)c(=O)[nH]c1=O | . | -4 | -1 | . | 3 | 3.8 | 4 | -1 | .
Cc1ccc(CNCc2ccccc2Cl)cc1 | 5 | 2 | -3 | 2 | -11 | 0.4 | -6 | 2 | -3
O=C(NCc1ccccc1Cl)C1CCC(=O)N(CC2CCCCC2)C1 (stereo not given) | 1 | 0 | -1 | 1 | -2 | -2.6 | 2 | 2 | 1
O=C(CSc1n[nH]c(=O)n1-c1ccc2c(c1)OCCO2)Nc1ccccc1 | 1 | 0 | 2 | -2 | 7 | -0.5 | 2 | -7 | 9
COC(=O)c1ccccc1NC(=S)N1CCN(c2ccccc2)CC1 | -1 | 0 | 3 | -2 | -7 | 0.9 | 2 | 3 | -5
CCOC(=O)c1cnc(SCc2nc(N)nc(Nc3ccccc3)n2)nc1N | -7 | 4 | 19 | 2 | 5 | 1.8 | -12 | -7 | -2
CCOC(=O)C1CCCN(S(=O)(=O)c2ccc3ccccc3c2)C1 (stereo not given) | 1 | -3 | -2 | 3 | 4 | 0.3 | 0 | -9 | 0
CCC1CCCCN1C(=O)CSc1nc(N)cc(N)n1 (stereo not given) | -1 | -3 | -2 | 0 | 1 | -1.1 | -3 | 0 | -2
Cc1cnc(C(=O)Nc2ccc(C(=O)N3CCCCC3)cc2)cn1 | -2 | -4 | -2 | -7 | -2 | 0.0 | -8 | -9 | -3
CC(=O)c1ccc(OCC(=O)c2cc(C)n(-c3ccc4c(c3)OCO4)c2C)cc1 | -2 | -1 | 3 | 1 | -15 | 7.4 | -9 | 5 | 1
CCOc1ccc(S(=O)(=O)NCCC(=O)NCCc2ccc(OCC)c(OCC)c2)cc1 | -1 | 3 | 7 | -9 | 8 | 2.3 | 2 | 2 | 1
O=C(NNS(=O)(=O)c1ccc([N+](=O)[O-])cc1)C1CCCCC1 | -1 | -4 | 3 | -14 | -1 | -2.3 | 0 | -8 | 1
CN(C)/C=C\C(=C/C(=O)C(F)(F)F)Nc1ccccc1Oc1ccccc1 | 0 | 1 | 5 | 4 | -5 | 1.3 | -2 | 9 | 3
O=C(c1cc([N+](=O)[O-])ccc1N1CCCC1)N1CCCC1 | 4 | -4 | -2 | 0 | 1 | -0.9 | -2 | -1 | 0
COc1ccc(CC(=O)Oc2ccc(Cl)cc2Br)cc1S(=O)(=O)N1CCOCC1 | 2 | -4 | 5 | -3 | 2 | 0.3 | -4 | 4 | 4
CCOC(=O)c1ccc(S(=O)(=O)N2CCNCC2)cc1 | 0 | 1 | -3 | -5 | 9 | 0.8 | 1 | -3 | -6
O=C(COC(=O)c1ccccc1F)NNC(=O)c1ccccc1 | 0 | -4 | 5 | -1 | 5 | -2.0 | 10 | -1 | -14
O=C(CCN1C(=O)C2C3CCC(C3)C2C1=O)OCC(=O)c1cccc([N+](=O)[O-])c1 (stereo not given) | -2 | 1 | 5 | -12 | 8 | 3.0 | 0 | 6 | 0
CCN(CC)C(=O)/C(=C/c1cccc([N+](=O)[O-])c1)NC(=O)c1ccco1 | -1 | -2 | 5 | 0 | -1 | -0.3 | 0 | 2 | -1
COc1ccc(N2CCN(Cc3csc(C)c3-c3ccc(C)cc3)CC2)cc1 | -3 | 1 | 3 | 6 | -8 | -0.8 | 6 | 1 | -1
COc1ccc(Cn2c(CCC(=O)Nc3ccccc3OC)nc3cccnc32)cc1 | -3 | 1 | 7 | 6 | 15 | 2.5 | 0 | -1 | 2
O=C(CC(=O)Nc1cc(Cl)ccc1Cl)Nc1cc(Cl)ccc1Cl | 6 | 1 | 15 | 11 | 6 | 0.4 | 6 | -13 | -4
Cc1c(C)n(Cc2ccccc2)c2ncnc(NCCO)c12 | 0 | 1 | 5 | -3 | 1 | 0.9 | -2 | -1 | -6
CCO[C@H]1OC(C(=O)N2CCN(Cc3ccc4c(c3)OCO4)CC2)=C[C@@H](c2ccc3c(c2)OCO3)[C@@H]1CCCO | 1 | -3 | 1 | -5 | -2 | 0.0 | 16 | -6 | -3
O=C(CCCCCNC(=O)N1CCn2c1nc1ccccc12)N[C@@H](Cc1ccccc1)C(=O)O | -9 | -8 | -1 | 2 | 7 | 2.2 | 0 | 10 | -2
O=C1CSC(c2ccc([N+](=O)[O-])cc2)N1c1ccccc1 (stereo not given) | -2 | 0 | 0 | 2 | 2 | 0.7 | 2 | -3 | -4
C/C(=N\NC(=O)c1ccco1)c1ccc(-c2ccccc2)cc1 | -2 | 6 | -6 | 9 | 15 | 0.6 | 7 | -11 | 0
Cc1nn(-c2ccc(F)cc2)c(C)c1CN1CCN(CCC(C)C)C(CCO)C1 (stereo not given) | -4 | -1 | 2 | 0 | 4 | 2.5 | 10 | 2 | -1
O=C(Nc1ccc(O)cc1)c1ccc(C(=O)c2ccccc2)o1 | -1 | -4 | -2 | -4 | 11 | -1.4 | 2 | 10 | 0
O=C(CSCc1ccccc1)N1CCN(Cc2ccc3c(c2)OCO3)CC1 | 11 | -3 | 0 | 1 | 7 | -0.9 | -5 | 1 | -11
CCCn1nc(C(=O)NNC(=O)CSCC(=O)Nc2cc(C)on2)c2ccccc2c1=O | -2 | -7 | -1 | -9 | 1 | -0.8 | 10 | 5 | 3
O=C(O)Cc1ccc2oc(-c3ccccn3)nc2c1 | -1 | 3 | -3 | 3 | 3 | -2.8 | 13 | 1 | 1
CSc1ccccc1NC(=O)c1noc2c1CCC2 | 0 | 0 | 12 | 20 | -5 | 5.2 | -6 | 21 | -1
CC(C)(C)NC(=O)C(c1ccncc1)N(Cc1cccs1)C(=O)Cn1nnc(-c2cccs2)n1 (stereo not given) | -3 | 1 | 1 | 4 | 9 | 0.7 | 0 | 10 | 1
CC(C)N1C(=O)S/C(=C/c2ccccc2OCc2ccc(C(=O)O)cc2)C1=O | -2 | 9 | 7 | 16 | -3 | 0.2 | 0 | -5 | 3
CC(C)(C#N)Cc1cc(CC(C)(C)C#N)cc(C(C)(C)C)c1 | -3 | 0 | -1 | 15 | 10 | 2.5 | -1 | 7 | 2
CCOCCCNC(=O)c1ccc(Cn2c(=S)[nH]c3c([nH]c4ccc(OC)cc43)c2=O)cc1 | -4 | 0 | 14 | 4 | 2 | -2.2 | -3 | -1 | -3
COc1ccc(-n2nc(C(=O)NCC(=O)N3CCOCC3)c3ccccc3c2=O)c(OC)c1 | 0 | -1 | 0 | -1 | -9 | 3.0 | 8 | 4 | 1
CC(C)c1nc2ccc(C(=O)O)cc2[nH]1 | 2 | 1 | -2 | 1 | -10 | 2.3 | 12 | 6 | 1
COc1cc(C2NC(=O)NC(C)=C2C(=O)OCC2CCCO2)cc(OC)c1OC (stereo not given) | 1 | -4 | -2 | 2 | -3 | -0.6 | -1 | -11 | -1
O=C1CCCN2N=C(SCC(=O)N3CCCCC3)SC2=N1 | -1 | -3 | 2 | 2 | 5 | -0.9 | 1 | -7 | -5
O=C1CN(c2ccccc2)C(=S)N1c1ccccc1 | 1 | -3 | -1 | 0 | 7 | -2.9 | -7 | -4 | -4

Some of the entries above in another layout:
| compound | TPT1 inh | PP1 counter | AHR activator | core dimer inh | procasp7 counter | PP5 primary | procasp3 activ | PAFAH2 FP inh | CTSL1 counter |
| --- | --- | --- | --- | --- | --- | --- | --- | --- | --- |
| CC(C)N1C(=O)S/C(=C/c2ccccc2OCc2ccc(C(=O)O)cc2)C1=O | -2 | 9 | 7 | 16 | -3 | 0.2 | 0 | -5 | 3 |
| CC(C)(C#N)Cc1cc(CC(C)(C)C#N)cc(C(C)(C)C)c1 | -3 | 0 | -1 | 15 | 10 | 2.5 | -1 | 7 | 2 |
| CCOCCCNC(=O)c1ccc(Cn2c(=S)[nH]c3c([nH]c4ccc(OC)cc43)c2=O)cc1 | -4 | 0 | 14 | 4 | 2 | -2.2 | -3 | -1 | -3 |
| COc1ccc(-n2nc(C(=O)NCC(=O)N3CCOCC3)c3ccccc3c2=O)c(OC)c1 | 0 | -1 | 0 | -1 | -9 | 3.0 | 8 | 4 | 1 |
| CC(C)c1nc2ccc(C(=O)O)cc2[nH]1 | 2 | 1 | -2 | 1 | -10 | 2.3 | 12 | 6 | 1 |
| COc1cc(C2NC(=O)NC(C)=C2C(=O)OCC2CCCO2)cc(OC)c1OC (stereo not given) | 1 | -4 | -2 | 2 | -3 | -0.6 | -1 | -11 | -1 |
| O=C1CCCN2N=C(SCC(=O)N3CCCCC3)SC2=N1 | -1 | -3 | 2 | 2 | 5 | -0.9 | 1 | -7 | -5 |

Additional results.
SMILES | TPT1 inh | PP1 counter | AHR activator | core dimer inh | procasp7 counter | PP5 primary | procasp3 activ | PAFAH2 FP inh | CTSL1 counter
C=CCn1c(SCC(C)=O)nnc1-c1cc(-c2ccccc2)sc1N | 10 | 1 | 7 | -3 | -18 | 2.4 | -15 | -1 | 5
CCOC(=O)C1CCCN(S(=O)(=O)c2c(C)c(C)cc(C)c2C)C1 (stereo not given) | -3 | 0 | -1 | 2 | 6 | 1.3 | 6 | 10 | 1
CCCNC(=O)C(Cc1ccccc1)NC(=O)c1ccc(C(F)(F)F)cc1 (stereo not given) | . | -5 | 2 | . | 11 | -0.2 | 4 | 3 | .
O=C(Nc1nncs1)c1cccc(S(=O)(=O)N2CCOCC2)c1 | -1 | 1 | 1 | 3 | -4 | 2.1 | 2 | -2 | -5
Cc1cc(C)cc(C(=O)NC(CC(N)=O)c2ccc(NC3CCCCCCCCCCC3)c([N+](=O)[O-])c2)c1 (stereo not given) | 48* | -2 | 3 | -6 | -2 | 3.5 | -7 | 3 | -2
C/C(=N/NC(=O)c1cc(-c2cccc([N+](=O)[O-])c2)n[nH]1)c1ccc(Cl)cc1 | 2 | 2 | 4 | 3 | 7 | 5.0 | -2 | 3 | -3
COc1ccc2c(c1)C(=O)N(Cc1ccccc1)C(=O)C2(C)C | -2 | 1 | 11 | -6 | -4 | 1.4 | -1 | 7 | 0
